Bioassay records (PubChem BioAssay)
L3MBTL1 inh = blocks human L3MBTL1; AlphaScreen L3MBTL1–H3K9me1 peptide binding; Potency, µM (highest dose often 57.1 µM), for inactives: top-dose activity, negative = inhibition, most hits filed as inhibitors; actives 0.66% (n = 230,000); AID 485360; note: nearly all actives have a fitted effect of over 60% in size
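L3MBTL1 (50 nM) pre-complexed 30 min with biotinylated H3(1-15)K9me1 peptide (75 nM), then compounds added for 30 min at room temperature; AlphaScreen streptavidin donor/nickel chelate acceptor beads (10 ug/mL final) read after 30 min dark incubation.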
JMJD2E inh = blocks human JMJD2E demethylase activity; JMJD2E catalytic domain, FDH-coupled NADH fluorescence (FDH is formaldehyde dehydrogenase); Potency, µM (highest dose often 57.1 µM), inactives show at the top dose activity change, negative = inhibition, actives largely listed as inhibitors; actives 1.6% (n = 230,000); B2RXH2; active = well fitted inhibition curve with a large enough effect, not every such curve was filed as active; inconclusive = small, poorly fitted or top-dose-only effect, or another doubt; inactive = no such curve, though single readings can be large or run the other way;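 note: 0% = wells with enzyme and -100% = buffer wells without enzyme; nearly all actives have a fitted effect of over 50% in size; many of its hits are not listed in these tables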
Tau ThT inhib = blocks human tau fibril formation measured by thioflavin T | P10636 | AID 1460 | recombinant tau K18 P301L, heparin-induced fibrillization, ThT fluorescence | actives 2.1% (n = 270,000) | Potency, µM (highest dose often 57.4 µM), inactives show at the top dose activity, negative = inhibition, usual class: inhibitors; note: nearly all actives have a fitted effect of over 55% in size
Target sequence (P10636 561-689 P618L limits assumed): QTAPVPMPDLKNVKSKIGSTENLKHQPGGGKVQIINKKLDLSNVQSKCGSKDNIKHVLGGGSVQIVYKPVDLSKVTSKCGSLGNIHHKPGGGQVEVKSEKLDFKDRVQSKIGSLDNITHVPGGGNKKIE
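Fibril formation assay: tau K18 P301L at 15 uM with trace Alexa 594 label, heparin inducer 20 uM, pH 7 sodium acetate buffer, 37 C for 6 hr; endpoint ThT signal.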
RECQ1 inh = RECQ1 (human) helicase inhibition; RECQ1 DNA unwinding, red fluorescence kinetic read; AID 2549; P46063; Potency, µM (series often up to 57.3 µM), inactives show at the highest dose activity, negative = inhibition, actives largely listed as inhibitors; actives 0.54% (n = 240,000);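 note: plate controls were vehicle for no effect and no enzyme for full effect; nearly all actives have a fitted effect of over 30% in size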
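50 nM RECQ1T1 preincubated 15 min with compound in Tris pH 8.0 buffer with MgCl2, DTT, Tween-20 and 2.5 ug/ml poly(dI-dC); started with 200 nM TAMRA/BHQ-2 forked duplex and 2 mM ATP. Unwinding read as fluorescence (525/598 nm), two reads 2 h apart.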
TR SRC2 fluor cs = counter-screen for TRb-SRC2 inhibitors: fluorescence interference | TRb/SRC2 Texas Red total fluorescence interference | Potency, µM (highest dose often 106 µM), for the others: top-dose fluorescence change, negative = quenching | actives 0.29% (n = 280,000); active = well fitted curve in either direction with a large enough effect; inconclusive = small, poorly fitted or top-dose-only effect
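Human TRb ligand-binding domain at 0.6 uM with 20 nM Texas Red SRC2 peptide in Tris buffer containing 1 uM T3 and 5% DMSO, incubated with compound 5 h at ambient temperature. Total fluorescence (555/632 nm) calculated as parallel + 2 × perpendicular.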
Tau fibril FP = blocks human tau fibril formation measured by polarization | P10636 | K18 P301L tau heparin fibrillization, Alexa594 FP, 6 h | Potency, µM (highest dose often 57.7 µM), without a hit: at the top dose activity, negative = inhibition, most hits filed as inhibitors | actives 0.39% (n = 280,000); note: nearly all actives have a fitted effect of over 55% in size
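Compound effects on tau fibrillization are measured by Alexa 594 fluorescence polarization (ex 555, em 632 nm). K18 P301L tau is used at 15 uM with 0.24 uM labeled tracer, and 20 uM heparin induces aggregation over 6 hr at 37 C.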
TRb-SRC2 inh = inhibitors of human thyroid hormone receptor beta-SRC2 interaction. Potency, µM (highest dose often 106 µM), for the others: at the highest dose activity change, negative = inhibition, usual class: inhibitors. actives 0.065% (n = 280,000). TRbeta-SRC2 peptide binding, fluorescence polarization; receptor liganded with 1 µM T3;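 note: plate controls were bound peptide for no effect and peptide without receptor for full effect; nearly all actives have a fitted effect of over 50% in size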
Target sequence (P10828 whole entry, looked up): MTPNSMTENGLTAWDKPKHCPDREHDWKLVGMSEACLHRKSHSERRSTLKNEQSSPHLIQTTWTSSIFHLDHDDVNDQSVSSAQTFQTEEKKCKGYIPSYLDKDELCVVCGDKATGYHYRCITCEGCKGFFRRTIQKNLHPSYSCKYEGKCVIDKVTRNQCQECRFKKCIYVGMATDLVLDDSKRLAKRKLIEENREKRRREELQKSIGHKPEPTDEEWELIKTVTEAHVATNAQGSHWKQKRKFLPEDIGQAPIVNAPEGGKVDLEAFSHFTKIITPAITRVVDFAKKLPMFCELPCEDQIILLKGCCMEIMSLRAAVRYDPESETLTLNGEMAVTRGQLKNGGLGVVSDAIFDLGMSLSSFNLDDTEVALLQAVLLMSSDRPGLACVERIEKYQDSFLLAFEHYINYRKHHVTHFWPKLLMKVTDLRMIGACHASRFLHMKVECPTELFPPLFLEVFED
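Fluorescence polarization of 20 nM Texas Red SRC2 peptide with 0.6 uM human TRb ligand-binding domain, in Tris buffer with 1uM T3 and 5% DMSO. Incubated 5 hr ambient; normalized to unbound and bound controls.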
RGS12 GoLoco inh = RGS12 GoLoco-Gai1 interaction inhibition | Gai1:RGS12 GoLoco peptide FP, rhodamine, 10 min | Potency, µM (series often up to 61.6 µM), inactives show at the top dose activity, negative = inhibition, hits mostly inhibitors | actives 0.44% (n = 230,000) | AID 880; active = well fitted inhibition curve with a large enough effect, not every such curve was filed as active; inactive = no such curve, though single readings can be large or run the other way; note: nearly all actives have a fitted effect of over 30% in size; many of its hits are not listed in these tables
Target sequence (P63096 whole entry, looked up): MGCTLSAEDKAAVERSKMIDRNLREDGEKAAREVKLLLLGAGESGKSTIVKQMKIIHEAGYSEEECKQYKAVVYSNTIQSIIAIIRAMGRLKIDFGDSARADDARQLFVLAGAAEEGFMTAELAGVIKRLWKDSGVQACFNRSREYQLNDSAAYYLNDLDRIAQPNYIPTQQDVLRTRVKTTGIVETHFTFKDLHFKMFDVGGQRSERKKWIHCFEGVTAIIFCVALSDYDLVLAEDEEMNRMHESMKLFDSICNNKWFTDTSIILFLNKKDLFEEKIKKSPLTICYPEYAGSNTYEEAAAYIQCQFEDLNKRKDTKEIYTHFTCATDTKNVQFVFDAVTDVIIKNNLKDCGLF
Starred values were filed as active, the others as inactive; i = inactive; u = inconclusive; x = not tested or not shown; & = joins results of further samples; [ ] = dose if it differs, or a comment. Unless noted, calls come from the whole dose curve; as a rule, active = well fitted curve in the direction sought with a large enough effect; inconclusive = small, poorly fitted or top-dose-only effect, or another doubt; inactive = no such curve, though single readings can be large; an effect the other way counts as inactive or inconclusive. Unless noted, % is set by controls: 0 for no effect and ±100 for the full control effect; potency is the fitted concentration of half-maximal effect.

SMILES | L3MBTL1 inh | JMJD2E inh | Tau ThT inhib | RECQ1 inh | TR SRC2 fluor cs | Tau fibril FP | TRb-SRC2 inh | RGS12 GoLoco inh
CCc1ccccc1NC(=O)c1cc(S(=O)(=O)N2CCCc3ccccc32)ccc1F | x | x | -11% | x | 1% | -6% | 1% | x
O=C(CSc1nnc(-c2cnccn2)n1Cc1ccco1)c1ccc(Cl)cc1 | -7% | -2% | u | i | 1% | 0% | 3% | 32%[activator]
CC1CC(C)CN(C(=O)CSC2=Nc3ccccc3C3=NC(Cc4c[nH]c5ccccc45)C(=O)N23)C1 (stereo unspecified) | x | 9% | u | -9% | -1% | 5% | 0% | -1%
COc1ccc(C(=O)NCCc2sc(-c3ccc(Cl)cc3)nc2C)c(OC)c1 | x | x | u | x | -3% | 6% | 3% | x
Cc1cc(C)c(OCC(O)CNC(C)(C)C)c(C)c1 (stereo unspecified) | x | 8% | -1% | 5% | 0% | u | -6% | -9%
CC(=O)N(NC(N)=O)C(C)CC(=O)C1C(C)C=CCC1(C)C (stereo unspecified) | 13% | 9% | -8% | -14% | -2% | -4% | -5% | -4%
CCOC(=O)c1ccc(S(=O)(=O)n2c(CN3CCCCC3)nc3ccccc32)cc1 | 0% | -4% | u | -1% | -3% | 0% | -16% | 6%
O=C(CN1CCOCC1)Nc1c(C(=O)C2CC2)oc2ccccc12 | -7% | -16% | -6% | 4% | -5% | 3% | 0% | 12%
CC1CC=C2C(C#N)=C(N)C(C#N)(C#N)C(c3cccs3)C2C1 (stereo unspecified) | 3% | -26% | u | 9% | 1% | u | -3% | 21%
O=C(Nc1ccc([N+](=O)[O-])cc1)c1nc[nH]c1C(=O)NC1CCCCC1 | 3% | 12% | -1% | -9% | -2% | u | 1% | 18%
CC(C)CCNCC1OCc2ccccc2CO1 | 7% | 3% | -1% | 1% | 0% | 12% | -8% | 0%
O=c1cc(N2CCOCC2)oc2c(-c3ccccc3)cccc12 | x | u | -9%&-18%&-12%&-7% | -2%&-1% | -3%&0%&-2%&0% | -6%&-4%&-7%&-1% | -4%&-4%&5%&-2% | 15%&8%&5%&-1%
CCN(CC)CCOC(=O)c1c(C)n(C)c2ccc(OC)cc12 | -1% | 4% | -3% | 12% | 0% | 7% | -7% | 7%
COc1ccc(C)cc1NS(=O)(=O)c1ccc(NS(=O)(=O)c2ccc(NC(C)=O)cc2)cc1 | 0% | 1% | 5% | -11% | -1% | -6% | -15% | 7%
C=C(C)c1cccc(C(C)(C)NC(=O)Nc2ccc(C(N)=O)cc2)c1 | -9% | -7% | -3% | 4% | -1% | -13% | -5% | 14%
COc1cc(NC(=O)c2c(F)cccc2F)c(Cl)cc1Cl | 9% | -19% | 3% | 4% | 1% | -11% | 2% | 7%
CCN(CC)C(=O)C1=C(C)NC(=S)NC1c1cn(-c2ccccc2)nc1-c1ccc(Cl)cc1 (stereo unspecified) | 0% | u | -16% | i | -2% | -14% | 2% | 6%
NC(=O)[C@@H]1CCCCNc2c(F)cc([N+](=O)[O-])cc2C(=O)N[C@@H](CC(=O)O)C(=O)NCC(=O)N1 | 8% | 1% | -7% | -4% | -2% | -6% | -3% | -3%
Cn1c(=O)c2c(nc(Br)n2Cc2ccc3ccccc3c2)n(C)c1=O | 0% | -5% | -11% | -9% | 2% | -5% | 0% | 11%
COc1ccc(C2C3C=CCC(c4cccc(-c5ccc(C)cc5)c4)C3C(=O)N2Cc2ccccc2)cc1Cl (stereo unspecified) | x | 0% | 2% | -5% | 0%&-1% | -10% | -4%&-1% | 3%
C=CCn1c(SCC(=O)Nc2cc3oc4ccccc4c3cc2OC)nnc1-c1cnccn1 | -5% | u | 7% | i | 0% | -4% | -14% | x
CCOC(=O)c1cc(NCc2cccs2)ccc1N1CCOCC1 | -4% | -7% | -7% | 3% | 0% | 9% | 5% | 10%
COc1ccc(N2C(=O)C3CC=C(Cl)CC3C2=O)cc1 (stereo unspecified) | x | -8% | -4% | i | 0% | 2% | -21% | -9%
CCn1cc([N+](=O)[O-])c(C(=O)N2CCOCC2)n1 | 5% | 13% | 5% | -14% | 0% | 2% | 6% | 14%
CCn1nc(C)c(C(=O)Nc2cc(Oc3cc(C)cc(C)c3)cc([N+](=O)[O-])c2)c1C | -13% | -3% | u | -7% | -2% | 6% | 4% | 22%
CS(=O)(=O)N1N=C(c2cccs2)CC1c1ccc(Cl)o1 (stereo unspecified) | x | 1% | -2% | -8% | 0% | -5% | -7% | -7%
CCOc1ccc(-c2nnc(SCC(=O)NC(C)CC)nc2-c2ccc(OCC)c(OC)c2)cc1OC (stereo unspecified) | x | x | -10% | x | -1% | -10% | 0% | x
O=S(=O)(c1ccc(S(=O)(=O)N2CCN(Cc3ccccc3)CC2)cc1)N1CCOCC1 | 5% | 10% | -13% | 6% | -1% | -6% | -6% | 7%
COc1ccccc1-c1ccc(=O)n(CC(=O)NCc2ccco2)n1 | 0% | 10% | -6% | -11% | -2% | -3% | -3% | 6%
CCOC(=O)c1ccc(S(=O)(=O)N2CCC(C(=O)OCC)CC2)cc1 | 12% | 8% | -3% | -1% | 0% | -2% | -13% | -47%
Cc1cc(C)c(C#N)c(N2CCOCC2)n1 | 4% | 1% | -1% | -2% | -2% | 4% | -6% | 5%
CCN(CC)C(=O)c1cc(-c2ccccc2OC)on1 | 0% | -22% | 0% | -10% | -1% | -3% | -9% | 4%
COc1ccc(NC(=O)c2ccc3nc(C(C)C)oc3c2)cc1OC | x | x | u | x | -2% | 6% | 12% | x
O=S(=O)(c1cccs1)N1CCCc2cccc(O)c21 | x | u | 4% | 21% | 0% | -2% | -3% | -21%
Cn1c(=O)n(C)c2cc(NS(=O)(=O)c3ccc(C(C)(C)C)cc3)c(NCc3ccccc3)cc21 | x | x | u | x | 1% | 3% | -8% | x
CC1(C)CC(=O)C(C=NCCN2CCN(C(=S)Nc3ccccc3)CC2)=C(O)C1 | 4% | 5% | 2% | -13% | 0% | -6% | -7% | 21%
Cc1ccccc1NC(=O)CN1C(=O)S/C(=C\c2ccc(-c3cccc(C(=O)O)c3C)o2)C1=O | -2% | -6% | 4% | i | -6% | 3% | -14% | 99%[activator]
CC1c2ccccc2N(NC(=O)Cc2ccccc2)C1C (stereo unspecified) | -21% | -4% | -10% | -1% | 0% | -2% | 3% | 4%
COc1ccc(NC(=O)N(C2CCCCC2)C(C)c2ccco2)c(OC)c1 (stereo unspecified) | -5% | 1% | u | -10% | 0% | -5% | 5% | -1%
CCOC(=O)N1CCN(C(c2ccc(Cl)cc2)c2sc3nc(C)nn3c2O)CC1 (stereo unspecified) | x | -10% | -8% | i | -3% | -3% | 2% | -3%
COc1cccc(Nc2nc(-c3cccs3)nc3ccccc23)c1 | 36%[activator] | u | 10% | -14% | -1%[53 µM] | 25µM* | -7%[53 µM] | 16%
CCN(CC)S(=O)(=O)c1ccc(C(=O)Nc2nc3ccc(Cl)cc3s2)cc1 | x | x | 15% | x | 0% | u | 9% | x
CCNc1nc(NCC)nc(SCCOC(=O)COc2ccc(Cl)cc2Cl)n1 | x | -2% | u | -19% | 1% | 2% | 4% | 1%
CC1=NN(C(=O)c2ccc(Cn3nc(C)cc3C)o2)C(O)(C(F)(F)F)C1 (stereo unspecified) | x | -11% | -7% | i | 0% | 2% | -25% | -2%

In the list so far, eight contain a furan ring, fused or not.
SMILES | L3MBTL1 inh | JMJD2E inh | Tau ThT inhib | RECQ1 inh | TR SRC2 fluor cs | Tau fibril FP | TRb-SRC2 inh | RGS12 GoLoco inh
O=C(CSc1nnc(-c2cnccn2)n1Cc1ccco1)c1ccc(Cl)cc1 | -7% | -2% | u | i | 1% | 0% | 3% | 32%[activator]
O=C(CN1CCOCC1)Nc1c(C(=O)C2CC2)oc2ccccc12 | -7% | -16% | -6% | 4% | -5% | 3% | 0% | 12%
C=CCn1c(SCC(=O)Nc2cc3oc4ccccc4c3cc2OC)nnc1-c1cnccn1 | -5% | u | 7% | i | 0% | -4% | -14% | x
CS(=O)(=O)N1N=C(c2cccs2)CC1c1ccc(Cl)o1 (stereo unspecified) | x | 1% | -2% | -8% | 0% | -5% | -7% | -7%
COc1ccccc1-c1ccc(=O)n(CC(=O)NCc2ccco2)n1 | 0% | 10% | -6% | -11% | -2% | -3% | -3% | 6%
Cc1ccccc1NC(=O)CN1C(=O)S/C(=C\c2ccc(-c3cccc(C(=O)O)c3C)o2)C1=O | -2% | -6% | 4% | i | -6% | 3% | -14% | 99%[activator]
COc1ccc(NC(=O)N(C2CCCCC2)C(C)c2ccco2)c(OC)c1 (stereo unspecified) | -5% | 1% | u | -10% | 0% | -5% | 5% | -1%
CC1=NN(C(=O)c2ccc(Cn3nc(C)cc3C)o2)C(O)(C(F)(F)F)C1 (stereo unspecified) | x | -11% | -7% | i | 0% | 2% | -25% | -2%

This is a subset; count on the stated rates, not on these rows.
